Compound activity deposited in PubChem by several laboratories.
Y pestis TopoI = blocks Yersinia pestis topoisomerase I activity. hit rate 0.064% among 360,000. AID 504884. activity, % at 10 µM. Y. pestis Topo-I cleavage product accumulation, plate reader; in the data active = activity above about 50%, passing the limit was not always enough; inconclusive = no clear call, values can overlap the other calls; note: inactives centre near 2
CCHF vOTU inh = blocks the CCHF virus ovarian tumor domain protease | CCHFV vOTU protease, Pep-AMC fluorescence | inhibition, % at 11.5 µM | hit rate 0.55% among 370,000 | AID 651958; in the data active = inhibition above about 30%; note: 0% = vehicle wells with enzyme and 100% = no enzyme wells
Anthrax LF prot = inhibitors of Bacillus anthracis lethal factor protease | P15917 | multiplex microsphere protease cleavage assay, LF | inhibition, % at 10 µM | hit rate 0.12% among 360,000 | AID 588501; note: plate controls were buffer without enzyme for full effect and enzyme alone for no effect
BoNT-A LC inh2 = inhibitors of Botulinum neurotoxin A light chain protease | multiplex microsphere protease substrate cleavage, flow cytometry | inhibition, % at 10 µM | hit rate 0.17% among 360,000 | AID 588499; note: plate controls were buffer without enzyme for full effect and enzyme alone for no effect
TcdB GH inh = TcdB glycohydrolase inhibition. AID 652162. TcdB glycohydrolase enzymatic assay, plate reader. inhibition, % at 9.99 µM. P18177. hit rate 0.24% among 350,000; in the data active = inhibition above about 10%
Target sequence (P18177 whole entry, looked up): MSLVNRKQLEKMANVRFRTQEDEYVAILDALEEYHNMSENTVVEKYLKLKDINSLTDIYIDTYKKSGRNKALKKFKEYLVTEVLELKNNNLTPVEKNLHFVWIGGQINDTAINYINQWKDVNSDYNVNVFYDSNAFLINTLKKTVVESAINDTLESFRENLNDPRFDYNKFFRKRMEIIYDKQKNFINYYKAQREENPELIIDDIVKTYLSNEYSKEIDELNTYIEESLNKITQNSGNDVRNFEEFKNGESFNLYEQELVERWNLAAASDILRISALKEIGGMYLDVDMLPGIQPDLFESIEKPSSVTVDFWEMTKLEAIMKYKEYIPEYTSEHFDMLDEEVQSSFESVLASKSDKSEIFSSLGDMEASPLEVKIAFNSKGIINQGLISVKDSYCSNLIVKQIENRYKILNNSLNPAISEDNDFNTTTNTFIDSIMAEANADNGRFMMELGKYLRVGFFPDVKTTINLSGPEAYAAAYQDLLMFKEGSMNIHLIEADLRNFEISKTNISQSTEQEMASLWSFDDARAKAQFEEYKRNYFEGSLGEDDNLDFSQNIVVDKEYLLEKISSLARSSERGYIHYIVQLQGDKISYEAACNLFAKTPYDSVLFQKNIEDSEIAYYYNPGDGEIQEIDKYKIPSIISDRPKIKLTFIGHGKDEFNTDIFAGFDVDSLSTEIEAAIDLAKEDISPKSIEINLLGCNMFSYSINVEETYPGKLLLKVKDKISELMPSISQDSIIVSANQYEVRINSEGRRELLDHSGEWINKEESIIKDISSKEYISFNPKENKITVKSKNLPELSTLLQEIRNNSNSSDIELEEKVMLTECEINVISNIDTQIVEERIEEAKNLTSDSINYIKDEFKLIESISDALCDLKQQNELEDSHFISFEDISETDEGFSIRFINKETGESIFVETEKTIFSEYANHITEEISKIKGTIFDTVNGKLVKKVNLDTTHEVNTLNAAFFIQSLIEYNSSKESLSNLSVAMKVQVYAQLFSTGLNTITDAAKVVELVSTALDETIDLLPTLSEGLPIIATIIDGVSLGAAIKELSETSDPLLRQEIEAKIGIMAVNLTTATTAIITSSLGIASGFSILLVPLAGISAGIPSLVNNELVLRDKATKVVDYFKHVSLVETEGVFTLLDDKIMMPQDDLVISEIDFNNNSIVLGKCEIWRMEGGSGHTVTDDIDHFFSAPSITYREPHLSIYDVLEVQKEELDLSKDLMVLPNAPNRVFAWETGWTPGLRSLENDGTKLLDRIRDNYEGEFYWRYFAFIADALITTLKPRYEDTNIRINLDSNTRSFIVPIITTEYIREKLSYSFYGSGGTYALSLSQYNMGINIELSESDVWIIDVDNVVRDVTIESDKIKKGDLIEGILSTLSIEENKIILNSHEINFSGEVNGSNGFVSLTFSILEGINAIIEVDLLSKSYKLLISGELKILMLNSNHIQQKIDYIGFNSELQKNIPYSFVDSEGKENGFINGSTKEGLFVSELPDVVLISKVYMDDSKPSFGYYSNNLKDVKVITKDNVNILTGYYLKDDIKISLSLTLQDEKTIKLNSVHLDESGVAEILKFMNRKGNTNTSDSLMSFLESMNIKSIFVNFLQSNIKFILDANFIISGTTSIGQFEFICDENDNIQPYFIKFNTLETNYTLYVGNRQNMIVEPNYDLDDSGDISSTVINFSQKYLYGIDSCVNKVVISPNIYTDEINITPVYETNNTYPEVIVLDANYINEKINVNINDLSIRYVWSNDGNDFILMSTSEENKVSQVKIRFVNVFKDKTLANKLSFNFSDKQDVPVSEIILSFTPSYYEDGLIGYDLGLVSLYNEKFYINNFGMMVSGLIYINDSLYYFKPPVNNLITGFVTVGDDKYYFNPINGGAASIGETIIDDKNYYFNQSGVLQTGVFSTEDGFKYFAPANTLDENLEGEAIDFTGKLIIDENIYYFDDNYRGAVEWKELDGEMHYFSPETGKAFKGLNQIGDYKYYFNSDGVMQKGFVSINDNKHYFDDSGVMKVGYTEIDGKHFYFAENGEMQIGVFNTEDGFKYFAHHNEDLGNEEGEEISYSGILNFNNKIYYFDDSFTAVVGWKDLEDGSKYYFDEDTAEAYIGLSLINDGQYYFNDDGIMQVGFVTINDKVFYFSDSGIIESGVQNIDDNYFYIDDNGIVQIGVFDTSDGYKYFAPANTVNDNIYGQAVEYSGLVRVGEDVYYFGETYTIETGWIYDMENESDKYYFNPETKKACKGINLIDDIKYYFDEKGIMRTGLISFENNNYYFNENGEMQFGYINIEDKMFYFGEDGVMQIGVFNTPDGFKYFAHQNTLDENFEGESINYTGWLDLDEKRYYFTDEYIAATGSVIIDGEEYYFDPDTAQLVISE
PfHsp40 yeast = restores yeast growth despite PfHsp40 toxicity. S. cerevisiae expressing PfHsp40, growth rescue, ATP luminescence. growth rescue, % at 12.5 µM. hit rate 0.68% among 340,000. AID 504582; in the data active = growth rescue above about 28%, passing the limit was not always enough; inconclusive = no clear call, values can overlap the other calls;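 note: yeast W303a lacking pdr1 and pdr3 grown in galactose medium; growth measured after three days at 30 °C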
BoNT-F LC inh = BoNT F light chain protease inhibition; hit rate 0.22% among 360,000; inhibition, % at 10 µM; AID 588497; Multiplex microsphere protease cleavage assay, flow cytometry; in the data active = inhibition above about 35%, passing the limit was not always enough; inconclusive = no clear call, values can overlap the other calls; note: plate controls were buffer without enzyme for full effect and enzyme alone for no effect
FadD28 FP inh = blocks FadD28 binding to the bisubstrate probe. fluorescence polarization. inhibition, % at 12.5 µM. hit rate 0.22% among 360,000; in the data active = inhibition above about 8.5%, passing the limit was not always enough; inconclusive = no clear call, values can overlap the other calls
PrPC surface inh = cell surface PrPC inhibition, primary TR-FRET screen; hit rate 0.43% among 370,000; TR-FRET read-out; inhibition, % at 13.8 µM; AID 720596; in the data active = inhibition above about 24%; note: 0% = median of the test wells and 100% = reference compound wells
Active calls of the source: *; ? = inconclusive; . = no result given; & = joins results of further samples. Cut-off read from the data, not from the text of the source, unless noted: active = inhibition above about 30%; inconclusive = no clear call, values can overlap the other calls; inactive = below that. Compounds as they come; overall some 2.3% were active at least once.

SMILES | Y pestis TopoI | CCHF vOTU inh | Anthrax LF prot | BoNT-A LC inh2 | TcdB GH inh | PfHsp40 yeast | BoNT-F LC inh | FadD28 FP inh | PrPC surface inh
O=C(Nc1ccccc1)N1C2CCC1CC(O)(c1cccnc1)C2 (stereo not drawn) | -4 | 17 | -3 | 0.0 | . | -1.0 | 1 | -0.9 | 1
Cc1noc(NS(=O)(=O)c2ccc(NC(=O)c3cc4ccccc4o3)cc2)c1C | 6 | 5 | 3 | -0.6 | 0.9 | 0.4 | -4 | -3.7 | -4
CCC(C)(C)C(=O)Nc1nnc(CCc2ccccc2)s1 | 1 | 11 | -1 | -0.6 | 2.0 | -1.2 | 36* | -2.0 | -4
CCn1c2ccccc2c2cc(NC(=O)CSc3nnc(-c4ccc(OC)cc4)n3N)ccc21 | 8 | 4 | -2 | -1.7 | . | 1.0 | -2 | -0.4 | 7
O=C(CN1CCN(C(=O)c2ccco2)CC1)Nc1ccc(F)cc1F | -13 | 2 | 0 | -1.2 | 1.3 | -1.3 | -4 | -3.4 | -1
COc1cc(CN2CCC(C(=O)NCC(C)(C)CN(C)C)CC2)ccc1OCc1ccccc1 | -7 | -10 | -3 | 0.3 | 0.4 | 0.2 | ? | 2.1 | -5
Cc1ccccc1C(=O)NC(=S)NCCN1CCOCC1 | 2 | 0 | -1 | -0.4 | . | -1.6 | -2 | -0.6 | 0
N#CCCN(C(=O)COC(=O)C1CCN(c2ccc(C(F)(F)F)cn2)CC1)c1ccc(F)cc1 | 29 | 0 | . | . | 4.1 | 2.0 | . | -1.7 | 4
COc1ccccc1NC(=O)N1CCc2c([nH]c3ccccc23)C1C(F)(F)F (stereo not drawn) | -2 | 1 | 1 | -0.6 | 0.6 | 11 | -2 | -1.7 | 0
COc1cc(F)ccc1-c1csc(C(O)c2ccc(F)cc2)n1 (stereo not drawn) | -1 | 14 | 2 | -0.3 | 1.4 | . | -2 | 0.6 | -1
Cc1ccc2c(c1)nc(-n1nc(C)cc1C)c1nnnn12 | 6 | 10 | 0 | -0.8 | 0.5 | 0.6 | 4 | -0.5 | -3
CCOc1ccccc1N(C)C(=O)c1ccc2c(=O)n3c(nc2c1)CCCCC3 | 28 | -3 | 3 | 0.2 | -0.6 | 1.1 | -4 | -1.0 | -7

Results in BoNT-F LC inh, PrPC surface inh and TcdB GH inh (two entries from above):
Molecule | BoNT-F LC inh | PrPC surface inh | TcdB GH inh
CCn1c2ccccc2c2cc(NC(=O)CSc3nnc(-c4ccc(OC)cc4)n3N)ccc21 | -2 | 7 | .
O=C(CN1CCN(C(=O)c2ccco2)CC1)Nc1ccc(F)cc1F | -4 | -1 | 1.3

The listing picks up with the 2 entries that preceded the break.
SMILES | Y pestis TopoI | CCHF vOTU inh | Anthrax LF prot | BoNT-A LC inh2 | TcdB GH inh | PfHsp40 yeast | BoNT-F LC inh | FadD28 FP inh | PrPC surface inh
Cc1ccc2c(c1)nc(-n1nc(C)cc1C)c1nnnn12 | 6 | 10 | 0 | -0.8 | 0.5 | 0.6 | 4 | -0.5 | -3
CCOc1ccccc1N(C)C(=O)c1ccc2c(=O)n3c(nc2c1)CCCCC3 | 28 | -3 | 3 | 0.2 | -0.6 | 1.1 | -4 | -1.0 | -7
COc1ccccc1N=C1SCC(=O)N1Cc1ccco1 | -2 | 14 | -1 | -1.0 | 1.9 | -0.3 | -6 | -0.4 | 1
COc1ccc(CCCc2nnc(SCC(=O)NN)o2)cc1 | 15 | -2 | -3 | -0.6 | -0.3 | 2.0 | -2 | -0.9 | -3
C[C@H]1CN([C@@H](C)CO)C(=O)c2cccc(NC(=O)C3CC3)c2O[C@H]1CN(C)Cc1ccc(-c2ccccc2)cc1 | 18 | 12 | -9 | -0.6 | -1.1&-4.3 | 0.2 | -8 | -2.0 | 0
COc1ccc(CN2CCC(n3nccc3NC(=O)C3CCCC3)CC2)cc1 | 7 | -6 | -3 | 1.4 | 2.0 | 0.6 | 12 | -0.9 | 2
O=C(N/N=C/c1cccc(O)c1)c1ccc(COc2ccccc2Br)cc1 | -5 | 5 | 0 | 0.2 | . | 2.9 | -3 | -4.9 | -2
CCOc1ccc(NC(=O)C2CCN(S(=O)(=O)c3c(C)n[nH]c3C)CC2)cc1 | -11 | 2 | 1 | 0.2 | . | 0.5 | 1 | 0.1 | -6
O=C(O)c1ccc2c(c1)c1c3n2CCNC3CCC1 (stereo not drawn) | 4 | -4 | 21 | -1.1 | -1.0 | -0.4 | -13 | -0.5 | 2
Cc1cccc(NC(=O)c2ccccc2C(=O)O)c1 | 7 | -5 | -1 | 1.4 | . | -0.9 | 3 | -4.7 | -6
COc1ccc(S(=O)(=O)N(CC(=O)NCc2ccco2)c2ccccc2)cc1 | 7 | -1 | 1 | ? | . | -0.3 | 2 | -2.9 | 0
CC(=O)c1ccc(NC(=O)CSc2nc3nn(-c4ccccc4)c(=O)c-3c3n2CCCCC3)cc1 | -1 | 1 | -8 | -0.1 | -0.8 | -0.3 | 4 | -2.5 | 4
COc1cc(NC(=O)c2ccccn2)cc(OC)c1OC | -11 | -4 | -3 | -0.6 | 0.1 | -0.7 | 2 | 0.8 | -12
Cc1cc(C)cc(-n2ncc3c2CCCC3NC(=O)CN2CCCCC2=O)c1 (stereo not drawn) | 2 | 2 | -1 | -1.2 | 2.8 | -0.4 | 0 | -6.4 | -4
Oc1ccc(/C=N/NC(=S)N2CCOCC2)cc1 | -5 | 22 | -9 | -0.7 | 5.1 | -1.0 | -3 | -1.3 | -2
CCN1/C(=C/c2cc[n+](C)cc2)C=Cc2cc(C)ccc21 | -1 | 4 | -3 | -0.3 | . | -0.2 | -20 | 0.1 | -18
CN(C)c1cccc(C(=O)Nc2cccc(F)c2)c1 | -6 | 8 | -3 | 0.0 | . | 1.4 | 6 | 1.3 | 9
CCOC(=O)c1cc(-c2ccc(OC(F)F)cc2)nc2nc(SC)[nH]c(=O)c12 | 1 | -49 | 1 | 0.9 | 1.1 | 1.3 | 0 | -7.1 | 6
COc1cc(=O)n(C)c2ccccc12 | -1 | 4 | 4 | 1.0 | -0.1 | 1.3 | -2 | -2.3 | 9
CCOC(=O)N1CCN(C(=O)C[C@@H]2C[C@@]3(C(=O)OCC)CCC=C3N(CCC3=CCCCC3)C2=O)CC1 | . | -2 | -4 | 0.8 | 0.7 | . | -3 | . | 2
CCOc1ccc(CN2CCN(Cc3cccn3-c3nccs3)CC2CCO)cc1 (stereo not drawn) | 16 | -6 | 0 | 1.5 | 1.0 | -1.5 | -1 | -1.5 | 3
COc1ccc(C(=O)O)cc1NC(=S)NC(=O)c1ccc(-c2ccc(Cl)cc2)o1 | -7 | 2 | -7 | 0.8 | -0.7 | -0.9 | 4 | -2.7 | 8
CCCCNC(=O)c1cc2cc(CC)ccc2[nH]1 | -5 | 8 | . | . | 0.0 | -0.7 | . | -2.1 | 4
COc1ccc(N2CCN(CC(O)COc3cc(C)ccc3C)CC2)cc1 (stereo not drawn) | 0 | -11 | -2 | -0.2 | 1.0 | 1.8 | -13 | -3.6 | -8
COc1cccc(OCCn2cc(C(=O)c3ccco3)c3ccccc32)c1 | 32 | 5 | -8 | 0.1 | . | 2.4 | -2 | -5.6 | 5
O=C(NCC1CCCO1)c1ccc(CS(=O)(=O)c2c(Cl)cccc2Cl)o1 (stereo not drawn) | 10 | 7 | -2 | -1.7 | 0.1 | -1.4 | -14 | -0.2 | -2

An excerpt of these results, with tabs:
smiles	Y pestis TopoI	CCHF vOTU inh	Anthrax LF prot	BoNT-A LC inh2	TcdB GH inh	PfHsp40 yeast	BoNT-F LC inh	FadD28 FP inh	PrPC surface inh
CCn1c2ccccc2c2cc(NC(=O)CSc3nnc(-c4ccc(OC)cc4)n3N)ccc21	8	4	-2	-1.7	.	1.0	-2	-0.4	7
O=C(CN1CCN(C(=O)c2ccco2)CC1)Nc1ccc(F)cc1F	-13	2	0	-1.2	1.3	-1.3	-4	-3.4	-1
COc1cc(CN2CCC(C(=O)NCC(C)(C)CN(C)C)CC2)ccc1OCc1ccccc1	-7	-10	-3	0.3	0.4	0.2	?	2.1	-5
Cc1ccccc1C(=O)NC(=S)NCCN1CCOCC1	2	0	-1	-0.4	.	-1.6	-2	-0.6	0
N#CCCN(C(=O)COC(=O)C1CCN(c2ccc(C(F)(F)F)cn2)CC1)c1ccc(F)cc1	29	0	.	.	4.1	2.0	.	-1.7	4

Next section.
SMILES | Y pestis TopoI | CCHF vOTU inh | Anthrax LF prot | BoNT-A LC inh2 | TcdB GH inh | PfHsp40 yeast | BoNT-F LC inh | FadD28 FP inh | PrPC surface inh
O=C(O)c1ccc(-n2cccc2/C=C2/NC(=O)N(c3ccccc3)C2=O)cc1 | -10 | 11 | -2 | -0.9 | 0.7 | 0.3 | -2 | -1.0 | -5
O=[N+]([O-])c1ccc(S(=O)(=O)NCC2CCCO2)cc1 (stereo not drawn) | -3 | 3 | -2 | -1.3 | 0.9 | 0.7 | -4 | -2.5 | -28
CNc1oc(-c2ccccc2)nc1C#N | -7 | -67 | -7 | -3.0 | . | 2.3 | -49 | -3.0 | 0
CC1CC(C)(C)CC2(C1)NC(=O)N(CC(=O)N1CCN(S(=O)(=O)c3cccc(Cl)c3Cl)CC1)C2=O (stereo not drawn) | 12 | -5 | 14 | 0.0 | -0.1 | 1.1 | -5 | -1.2 | -7
CCCN(C(=O)c1ccccc1N)c1c(C)n(C)n(-c2ccccc2)c1=O | -3 | 12 | -4 | 0.7 | . | 0.4 | 3 | -4.1 | 2
F[B-](F)(F)c1cncc2ccccc12 | -6 | 0 | 2 | 0.1 | 1.3 | -1.5 | -3 | -1.7 | -2
Cc1ccccc1C(=O)Nc1ccnn1C1CCN(C(=O)c2ccoc2)CC1 | -1 | -7 | -5 | -1.2 | -0.8 | 0.3 | -13 | 1.9 | -6
COc1ccc(NC(=O)c2sc(=O)n(Cc3ccc(S(=O)(=O)N(C)C)cc3)c2C)cc1 | 2 | 0 | -4 | -0.2 | 0.2 | . | -2 | -5.8 | 6
C(=N\Nc1ccc2ccccc2n1)/c1ccc2c(c1)OCCO2 | -13 | 10 | -5 | -0.5 | -1.0 | -0.8 | -4 | -1.1 | 7
CCC(=O)NC(c1cccc([N+](=O)[O-])c1)c1c(OC(C)=O)ccc2ccccc12 (stereo not drawn) | -1 | -2 | -2 | 0.4 | . | -1.8 | -4 | -2.1 | -5
CC(=O)c1nc(N2C(=O)CC(Cc3cc(C)cc(C)c3)C2=O)sc1C (stereo not drawn) | -2 | 10 | -2 | 0.5 | . | 0.1 | -2 | -0.1 | 16
Cc1cc(NC(=O)CSc2nnc(-c3ccccc3)n2C)no1 | 1 | -2 | -10 | -2.1 | -0.3 | -0.9 | -3 | -2.1 | 9
C=CCNc1cc(C)oc(=O)c1C(=O)CC | 8 | -14 | -1 | 0.7 | 1.6 | -0.6 | 0 | 0.0 | 3
Cc1csc(NC(=O)CSc2nccn2Cc2ccco2)n1 | 10 | -3 | . | . | 1.4 | -0.8 | . | 0.0 | -7
Cc1sc(NC(=O)CN(C(=O)c2ccccc2F)C2CCCC2)c(C(N)=O)c1C | 24 | 10 | -1 | 0.5 | 1.7 | -0.3 | 0 | . | 4
COc1cc(/C=C2\SC(=S)N(CC(=O)Nc3ccccn3)C2=O)cc(OC)c1OC | 2 | -3 | 24 | 39* | 0.5 | 0.0 | 19 | 1.3 | 0
COc1ccc(CCNC(=O)COC(=O)/C=C/c2ccc(OCC#N)c(OC)c2)cc1OC | -3 | 9 | -1 | -0.9 | 0.4 | -0.3 | -12 | -0.7 | -1
CCCCn1nnnc1C(c1ccccc1)N1CCN(CCN2CCOCC2)CC1 (stereo not drawn) | . | 5 | -1 | 1.0 | 1.0 | . | 1 | . | -2
COC(=O)C(NC(=O)c1cccnc1Cl)C(C)C (stereo not drawn) | 1 | -12 | -2 | 0.7 | 1.2 | -0.8 | -7 | -1.4 | -5
COc1cccc(N2C(=O)C(Cc3c[nH]c4ccccc34)NC2=S)c1 (stereo not drawn) | -11 | 4 | 1 | 0.2 | . | 0.1 | 3 | -0.1 | -7
